From PubChem BioAssay
Redox H2O2 prof = compounds producing H2O2 with reducing agent – biochemical, NIH compound library profiling, artefact control for MLSCN library redox annotation, primary screen; DTT-dependent redox cycling H2O2, phenol red/HRP absorbance; 100% = 100 µM peroxide control, 0% = buffer; activation, % at 10 µM; 200,000 tested, 0.03% active; AID 878;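 active means activation of at least 50% relative to the plate's high and low controls in the primary single-dose screen; inactive means activation below 50%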;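 further: compound incubated with DTT at 0.8 mM final as the reducing agent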
Efa HMGR inh = inhibitors of class II HMG-CoA reductase from Enterococcus faecalis | purified E. faecalis HMGR, NADPH absorbance 340 nm kinetic | inhibition, % at 10 µM | 190,000 tested, 0.41% active;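 active means inhibition above a set limit, the median over all tested compounds plus 3 SD, cut at about 9.5% in these data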;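 further: enzyme runs in reverse so mevalonate oxidation gives rising NADPH absorbance; 0% = complete reaction with DMSO and 100% = background rate lacking mevalonate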
Lmaj promast = reduces viability of Leishmania major promastigotes. resazurin fluorescence viability. 200,000 tested, 9% active. inhibition, % at 10 µM; in the data active means inhibition above about 50%;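 further: promastigotes grown with compound for 44 hours at 28 °C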
PMI act = increases human mannose-6-phosphate isomerase activity; P34949; 190,000 tested, 0.005% active; purified human PMI, coupled resazurin fluorescence, 20 min; active compounds read high; 1 = vehicle control, 0 substrate-free wells; activation factor at 20 µM;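 active means activation factor of 2 or more at 20 µM, relative to plate controls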
Target sequence (P34949 whole entry, looked up): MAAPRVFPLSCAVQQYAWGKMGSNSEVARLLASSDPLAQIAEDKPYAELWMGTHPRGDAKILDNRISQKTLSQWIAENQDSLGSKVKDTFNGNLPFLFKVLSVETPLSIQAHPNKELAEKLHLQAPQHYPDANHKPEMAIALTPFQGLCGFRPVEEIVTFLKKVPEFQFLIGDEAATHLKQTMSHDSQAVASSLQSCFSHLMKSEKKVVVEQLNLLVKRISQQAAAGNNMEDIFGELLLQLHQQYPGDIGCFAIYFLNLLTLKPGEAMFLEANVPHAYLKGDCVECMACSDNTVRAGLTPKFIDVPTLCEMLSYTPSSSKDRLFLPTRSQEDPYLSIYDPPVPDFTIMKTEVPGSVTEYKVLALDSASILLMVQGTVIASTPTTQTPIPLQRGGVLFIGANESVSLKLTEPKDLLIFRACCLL
TNAP inh hi DEA = blocks human TNAP under high phosphate acceptor concentration | purified TNAP, CDP-star luminescence, 1 M DEA | inhibition, % at 20 µM | 200,000 tested, 0.03% active;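 active means over 50% inhibition of tissue-nonspecific alkaline phosphatase at 20 µM in the single-dose screen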;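 further: plate controls were DMSO wells for no effect and EDTA-quenched wells as full inhibition for full effect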
PMI act satM6P = increases human PMI activity with near-saturating mannose 6-phosphate; P34949; coupled PMI enzyme assay, resazurin fluorescence, 20 min; active compounds read high; 1 = untreated enzyme, 0 = substrate-free blank; activation factor at 20 µM; 190,000 tested, 0.34% active;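 active means activation factor of 2 or more at 20 µM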
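Test system: human phosphomannose isomerase with PGI, G6PDH, diaphorase coupling enzymes; amount: 15 ng/mL PMI; incubation: enzyme reaction with compound 20 min at room temperature; technique: resorufin fluorescence (Ex 544/Em 590 nm) from resazurin via diaphorase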
TNAP inh no acc = blocks human TNAP activity with no phosphate acceptor present | P05186 | purified TNAP, CDP-star luminescence, 30 min | inhibition, % at 20 µM | 200,000 tested, 0.26% active | AID 1012;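 active means tissue-nonspecific alkaline phosphatase inhibition above about 50% at 20 µM in the single-dose screen, limit read from the data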;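 further: 0% = DMSO negative control and 100% = EDTA positive control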
S1P3 antag = S1P3 (human) receptor antagonism; 170,000 tested, 0.27% active; AID 485; inhibition, % at 4.98 µM; CHO S1P3 NFAT-BLA reporter, FRET fluorescence, antagonist mode; Q99500;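 active means inhibition above the plate cutoff, the mean inhibition of test wells on that plate plus 3 SD, cut at about 28% in these data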;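 further: cells challenged with S1P at its EC80 of 0.8 µM; blue over green emission ratio from cleaved BLA substrate after 4 h stimulation; 0% = S1P-stimulated wells and 100% = unstimulated DMSO-only wells; some compounds past the cut are filed as inactive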
Target sequence (Q99500 whole entry, looked up): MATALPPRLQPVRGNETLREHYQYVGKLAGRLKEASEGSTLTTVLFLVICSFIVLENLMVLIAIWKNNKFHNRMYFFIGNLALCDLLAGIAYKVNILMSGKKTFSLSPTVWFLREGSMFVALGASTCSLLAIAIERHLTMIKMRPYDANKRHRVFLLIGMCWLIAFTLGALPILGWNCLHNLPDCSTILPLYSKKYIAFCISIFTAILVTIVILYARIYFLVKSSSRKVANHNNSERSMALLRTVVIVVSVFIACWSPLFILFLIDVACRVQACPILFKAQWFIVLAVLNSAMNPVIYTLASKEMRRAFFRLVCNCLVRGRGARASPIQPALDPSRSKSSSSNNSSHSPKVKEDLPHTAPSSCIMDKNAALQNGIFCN
Hsp70 act = transcriptional activators of Hsp70; HeLa Hsp70 promoter luciferase reporter, luminescence; scaled: vehicle 0, proteasome-inhibitor control 100%; activation, % at 10 µM; 200,000 tested, 0.04% active; AID 1203;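 active means activation above the mean across all tested compounds plus 3 SD, cutoff set per campaign, cut at about 5.5% in these data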;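 further: 100% = MG132 at 30 µM as the positive control and 0% = DMSO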
RAM inhibit = blocks the yeast RAM network | S. cerevisiae dse1pr::URA3 reporter, 5-FOA growth OD615, 2 d; analog-sensitive cbk1-as2 kinase mutant strain | inhibition, % at 50 µM | 190,000 tested, 1.8% active | AID 868;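 active means inhibition above a set limit, 3 SD over mean compound inhibition, cut at about 8.4% in these data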;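 further: 0% = DMSO-only wells with no growth and 100% = 10 µM 1-NA-PP1 full growth; inhibition rescues growth on 5-FOA so higher OD means more RAM inhibition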
An asterisk follows results filed as active; · = not tested or not shown.

Each structure is followed by: S1P3 antag	PMI act	Lmaj promast	Efa HMGR inh	PMI act satM6P	Redox H2O2 prof	Hsp70 act	TNAP inh no acc	RAM inhibit	TNAP inh hi DEA
Cc1nnc(SCC2=C(C(=O)O)N3C(=O)C(NC(=O)c4cc(F)c(F)cc4Cl)C3SC2)s1 (stereo unspecified)
 : -6.4	1.1	-3.3	-3.4	1	-0.3	-0.2	-7.2	0.1	-2.7
O=S(=O)(c1ccc2c(c1)OCCO2)N1CCN(c2nc(-c3cccnc3)nc3ccccc23)CC1
 : 1.0	0.9	23.1	-2.4	0.8	0.1	0.0	-13.6	-0.9	-6.6
Cn1cccc1CC(=O)NNC(=S)NC(=O)c1ccccc1Br
 : -18.7	1.2	-4.2	1.9	1.3	0.2	-0.1	-150.3	3.2	-4.6
CC1(c2ccc(Cl)cc2)NC(=O)N(CC(=O)NCc2cccs2)C1=O (stereo unspecified)
 : 7.2	1	39.0	-0.2	0.9	0.3	-0.4	-2.5	0.4	0.3
CC(C)NS(=O)(=O)c1ccc(N2C(=O)c3ccccc3C2=O)cc1
 : ·	1.1	-3.5	-6.2	1.1	0.2	-0.2	-11.1	2.1	0.9
CCOC(=O)C1(Cc2ccccc2C)CCCN(Cc2cn(C)nc2C)C1 (stereo unspecified)
 : -9.2	0.9	13.9	-4.2	0.9	-1.2	0.0	-1.9	1.0	-7.0
O=C(CN1CCN(Cc2ccccc2)CC1)Nc1cccc(C(F)(F)F)c1
 : ·	1	64.6*	-3.6	1.1	0.1	-0.4	-10.1	1.5	-3.5
Cc1[nH]c(=S)c(C#N)c(C)c1C(=O)Nc1ccccc1
 : ·	1.4	-3.9	-6.9	1.7	-0.2	-0.4	-8.9	1.2	-11.2
CCOC(=O)c1ccc(NS(=O)(=O)c2cccc3nsnc23)cc1
 : 8.6	0.9	-7.6	0.6	1	0.2	0.3	-11.7	3.2	-8.5
N#CC1=C(S)N(c2ccc(F)cc2)C2(CCCCC2)NC1=O
 : -15.0	1	-1.4	0.6	1	-0.3	-0.1	-16.5	0.4	3.6
O=C(COC(=O)c1cnccn1)NCc1ccc2c(c1)OCO2
 : 4.0	1.2	-5.9	-3.9	1.2	-1.9	-0.3	-4.8	0.6	-5.8
O=C(NC(c1ccccc1)C(Cl)(Cl)Cl)c1ccccc1 (stereo unspecified)
 : 1.4	0.9	7.7	-4.4	1	-0.5	-0.4	-9.0	2.9	-4.7
O=C1C(=Cc2cccn2-c2ccc(O)cc2)C(=O)c2ccccc21
 : ·	1	-1.1	-2.4	0.9	2.7	0.5	22.2	3.9	13.2
CC(C)NS(=O)(=O)c1ccc(OCC(=O)NCc2ccc3c(c2)OCO3)c(Cl)c1
 : 22.4	0.8	-2.2	0.7	0.9	2.0	0.8	-5.8	1.3	0.4
Cn1c(=O)c2c(nc(N3CCN(Cc4ccccc4)CC3)n2CCSc2ncccn2)n(C)c1=O
 : -14.3	0.9	·	·	1	·	·	-1.5	·	-3.5
CC(=O)Oc1ccc(-c2cccc(C(=O)OCC(=O)N(C)c3ccccc3)c2)cc1
 : -4.8	0.9	5.2	0.1	1	0.1	-0.1	-1.5	3.4	4.3
c1ccc(Cc2nnc3sc(Nc4ccccc4)nn23)cc1
 : 31.1	0.9	-5.5	-2.7	0.9	10.6	-0.4	-16.1	2.4	-9.3
CN(C)c1nc(Oc2ccc(=O)[nH]n2)nc(N2CCCCC2)n1
 : ·	1	-6.8	-4.0	1	3.6	-0.3	1.6	0.0	-0.7
O=C(C(c1ccccc1)c1ccccc1)N1CCN(CCN2C(=O)c3cccc4cccc(c34)C2=O)CC1
 : 1.4	0.9	-5.3	-1.4	0.9	-0.1	-0.4	13.3	1.5	2.5
O=C(CSc1ccc(-c2ccc(F)cc2)nn1)N1CCOCC1
 : 2.6	1	-2.2	-2.5	0.9	-1.2	1.0	-9.8	1.3	-2.6

Remaining list, next part:
Each structure is followed by: S1P3 antag	PMI act	Lmaj promast	Efa HMGR inh	PMI act satM6P	Redox H2O2 prof	Hsp70 act	TNAP inh no acc	RAM inhibit	TNAP inh hi DEA
CC(=O)C1=C(C)Nc2ncnn2C1c1ccc(Cl)cc1 (stereo unspecified)
 : 80.8*	1	-2.2	-5.4	1	-0.6	-0.4	-8.5	0.7	0.2
CC(C)NC(=O)CSc1nnc(-c2ccc(C(C)(C)C)cc2)n1C
 : -37.1	1.1	-3.1	-4.9	1.1	-5.4	-0.4	-11.3	0.1	-3.7
Cc1cc(NC(=O)c2ccccc2-c2ccccc2C(=O)O)no1
 : -4.7	1	-4.0	-3.4	1	-0.2	-0.5	-1.3	0.3	5.0
O=C(Nc1ccccc1[N+](=O)[O-])C1C(c2ccccc2)=C1c1ccccc1
 : ·	0.9	-5.6	-9.2	0.9	2.9	-0.2	-6.0	1.5	-0.2
O=C(Cc1c(O)c2ccccc2[nH]c1=O)N(Cc1ccccc1)Cc1ccccc1
 : ·	1.1	-4.5	-3.5	1	-3.2	-0.1	-6.4	1.0	-2.4
Cc1cc(NC(=O)c2cccc(Oc3ccccc3)c2)n[nH]1
 : 7.9	0.9	-9.7	3.1	0.9	-1.9	-0.1	-94.1	2.0	-3.9
Cc1cc2cccc(C)c2nc1SCC(=O)N(C)c1nc(-c2ccccc2)cs1
 : ·	1	-3.0	0.3	1	-3.5	0.0	-6.3	3.1	0.0
COC(=O)c1cc(NC(=O)CC2SC(=Nc3ccccc3)N(CCc3c[nH]c4ccccc34)C2=O)cc(C(=O)OC)c1 (stereo unspecified)
 : ·	0.8	99.2*	2.6	0.8	-3.6	-0.2	-7.6	7.0	-5.4
O=C(O)Cn1c(-c2cscn2)nc2ccccc21
 : -5.3	1	-0.2	0.0	1	1.8	-0.4	-13.9	-0.1	-5.9
Cc1nn(Cc2c(F)c(F)c(F)c(F)c2F)c(C)c1NC(=O)c1c([N+](=O)[O-])cnn1C
 : ·	0.9	-2.4	-7.9	1	-1.0	0.0	-9.7	3.5	-4.0
O=C1C2C3C=CC(C3)C2C(=O)N1CNc1ccccc1 (stereo unspecified)
 : ·	1	-2.6	-3.7	1	-0.5	0.0	-7.5	2.5	-4.8
O=C(NNS(=O)(=O)c1ccccc1[N+](=O)[O-])c1cccc(Cl)c1
 : -28.2	1.1	-7.0	0.3	1.2	-0.1	-0.1	-0.9	2.9	0.4
Nc1ccnc(C(F)(F)F)c1C(=O)c1ccccc1
 : -14.8	1	-0.6	-0.5	1	0.6	-0.5	-0.6	1.5	-5.6
COCCNC(=O)C(c1cccnc1)N(Cc1ccc(C)cc1)C(=O)Cn1nnc2ccccc21 (stereo unspecified)
 : -8.8	1	4.0	-7.7	0.9	-1.0	-0.2	-10.2	0.3	-2.7
CCOC(=O)/C(=C/C=C1\Sc2cc(C)c(C)cc2N1CC)C(C)=O
 : -15.7	0.7	9.5	-3.1	0.7	-0.2	-0.2	37.7	-1.7	33.1
CC1(C)CC(=O)C2=C(C1)N(c1ccc(F)cc1)C(=O)C2(NC(=O)c1ccccc1F)C(F)(F)F (stereo unspecified)
 : 0.3	1	9.2	-2.2	1	0.1	-0.1	6.3	2.6	-4.1
COc1ccc(CN2C(=O)c3ccccc3C2C(=O)NCC2CCCO2)c(OC)c1 (stereo unspecified)
 : -1.6	0.9	1.9	3.1	0.9	-2.6	-0.3	-7.6	-0.7	-5.4
Fc1cccc(F)c1-n1c(CN2CCCCC2)csc1=S
 : 4.8	1	55.5*	-2.6	1	-2.8	-0.3	-12.0	1.9	-6.9
Cc1ccc(S(=O)(=O)n2nc(-c3cccnc3)nc2N)cc1
 : -31.5	1.1	-1.0	-0.7	1	-0.9	-0.2	-6.5	0.2	-10.0
CCOC(=O)C1NN=C(C(=O)c2ccccc2)C1c1ccc(OC)cc1 (stereo unspecified)
 : 14.5	0.9	37.3	-1.2	0.9	-2.4	0.1	0.5	2.9	-4.5

Next part
Each structure is followed by: S1P3 antag	PMI act	Lmaj promast	Efa HMGR inh	PMI act satM6P	Redox H2O2 prof	Hsp70 act	TNAP inh no acc	RAM inhibit	TNAP inh hi DEA
COCCCNC(=S)NNC(=O)c1ccccc1Br
 : -16.4	0.9	-11.2	-4.1	0.9	-0.3	-0.1	-151.1	0.8	-6.1
CC(Oc1ccccc1)C(=O)NNC(=O)c1cccs1 (stereo unspecified)
 : -11.8	1.1	-4.3	·	1.1	0.5	-0.1	-25.5	1.2	-6.0
O=C(OCc1ccccc1F)c1ccc2c(c1)-c1ccccc1C2=O
 : ·	1	-3.2	-1.2	1	-3.7	0.0	-1.4	13.4*	3.0
CNC(=S)Nc1ccc2nc(C)c(C)nc2c1
 : ·	1	3.8	-1.7	0.6	0.6	-0.2	7.1	1.6	-0.2
N#Cc1ccc(NC(=O)c2sc3cc(C(F)(F)F)cnc3c2-c2cccs2)cc1
 : ·	0.9	-4.7	0.3	0.9	0.2	-0.4	-0.8	4.4	-5.4
CCN1C(=O)C2(C(C(=O)c3ccc(C)o3)=C(O)C(=O)N2CCCN2CCOCC2)c2ccccc21 (stereo unspecified)
 : -31.1	1.1	-3.4	-1.6	1.3	-2.2	-0.3	-11.1	0.0	-4.2
CCCNS(=O)(=O)c1ccc(CCC(=O)N2CCCCC2)cc1
 : ·	1	7.1	1.3	1	1.6	0.6	-5.4	0.6	-4.5
COC(=O)C1=C(Nc2ccc(C)cc2)C=C(C)C(C(=O)OC)C1c1cccc(OC)c1 (stereo unspecified)
 : ·	0.9	44.8	-1.0	0.8	0.2	-0.1	-7.0	2.1	-0.8
O=C(O)c1ccc(Cl)c(N2C(=O)Nc3ccccc3N2O)c1
 : -6.2	1.1	-5.2	-2.7	1	-0.3	-0.4	-6.4	0.4	-3.6
CCCOC(=O)C1C2C=CC3(CN(c4ccc(Cl)c(F)c4)C(=O)C13)O2 (stereo unspecified)
 : -21.6	1	-7.0	-13.8	1	-0.1	-0.3	-6.1	0.8	-3.3
COC(=O)C1CCN(C(c2cccs2)c2sc3nc(C)nn3c2O)CC1 (stereo unspecified)
 : -5.1	1	-7.9	·	0.9	-0.3	-0.2	7.4	·	-3.9
COc1ccc(-c2nc3n(c(=O)c2C#N)CCS3)cc1
 : -11.8	0.9	-5.1	-7.0	1	-0.9	-0.3	-6.7	1.7	0.2
C=CCc1c(OC)ccc2ccc(=O)oc12
 : ·	1	5.3	0.0	1	0.1	-0.1	-6.2	0.0	-11.0
